Assay outcomes: PubChem, several laboratories
GPR35 antagonists – GPR35 antagonists blocking zaprinast-driven arrestin recruitment, primary screen, imaging, U2OS, beta-arrestin-GFP, zaprinast agonist (AID 2058). U2OS GPR35 beta-arrestin-GFP translocation imaging, zaprinast antagonism; higher % means a stronger effect. one-dose inhibition, % at 10 µM; IC50 in µM for titrated hits. actives 0.052% (n = 290,000);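 active = inhibition of at least 50% with at least 30 cells and total cytoplasm GFP at most 10,000,000; inconclusive = under 30 cells or total GFP of 10,000,000 plus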
Dengue-2 NS5 capping – flavivirus cap methylation enzyme inhibition – biochemical, confirmation dose response, primary screen (AID 588689); actives 0.3% (n = 340,000); Dengue-2 NS5 methyltransferase capping enzyme assay, biochemical; higher % means a stronger effect; inhibition, % at 25 µM; hits with a dose series show IC50 in µM; in the data active = a potency from the dose series; inconclusive = inhibition above about 29% without an active follow-up result
AID2073 – disruptors of CaV2.2 binding to Mint1 – biochemical, HTRF (AID 2073). HTRF protein-protein interaction, Mint1-CaV2.2; higher % means a stronger effect. inhibition, % at 20 µM, or IC50 in µM where a hit was titrated. actives 0.19% (n = 290,000); in the data active = inhibition mostly above about 51%, no sharp cut-off; inconclusive = no clear call, values can overlap the other calls; inactive = mostly below about 53%; also: some results filed as inactive read as strong as hits
RSV CPE inhibition – inhibition of RSV-induced cytopathic effect – HEp-2 cells, primary 10 µM value included (AID 2391); HEp-2 cells, RSV-induced CPE inhibition; higher % means a stronger effect; actives 0.13% (n = 310,000); CPE inhibition, % at 10 µM, or IC50 in µM where a hit was titrated; in the data active = a potency from the dose series; inconclusive = CPE inhibition mostly from about 23% at the one dose, without a potency; inactive = the rest, 99 in 100 with CPE inhibition below about 21%; also: strong numbers were not always called active
NTR1 agonist – agonists of NTR1, primary screen, imaging, U2OS cells, beta-arrestin-GFP, high content (AID 493036) | P30989 | actives 0.17% (n = 330,000) | activation, % at 20 µM | NTR1-U2OS beta-arrestin-GFP spot imaging, agonist mode;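 active = activation at or above 40% of the spot to cytoplasm intensity ratio, with at least 20 cells analyzed; inconclusive = wells under 20 cells, flagged as cytotoxic or low count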;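 also: 0% = DMSO without peptide and 100% = 100 nM NTR1 peptide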
Target sequence (P30989 whole entry, looked up): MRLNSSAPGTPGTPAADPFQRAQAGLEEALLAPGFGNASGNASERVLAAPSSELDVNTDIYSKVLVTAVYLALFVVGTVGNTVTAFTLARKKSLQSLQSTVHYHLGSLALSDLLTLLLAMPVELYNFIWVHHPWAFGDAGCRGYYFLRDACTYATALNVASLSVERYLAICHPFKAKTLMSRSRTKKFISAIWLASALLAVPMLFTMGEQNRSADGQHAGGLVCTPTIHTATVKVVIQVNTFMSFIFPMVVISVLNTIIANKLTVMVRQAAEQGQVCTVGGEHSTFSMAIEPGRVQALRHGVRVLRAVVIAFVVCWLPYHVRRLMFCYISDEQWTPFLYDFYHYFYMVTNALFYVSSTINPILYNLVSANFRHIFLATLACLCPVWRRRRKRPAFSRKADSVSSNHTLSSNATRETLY
WT yeast gro inh – growth inhibition of WT yeast, mitochondrial fusion screen. mitochondrial fusion phenotypic screen, WT strain. inhibition, % at 10 µM. actives 2.1% (n = 190,000). AID 1362; in the data active = inhibition above about 58%; tested in S. cerevisiae
LYP inhibition – inhibitors of LYP phosphatase, biochemical, fluorescence intensity, uHTS (AID 1779). recombinant LYP phosphatase, fluorescence intensity; higher % means a stronger effect. inhibition, % at 11.5 µM; hits with a dose series show IC50 in µM. actives 0.054% (n = 290,000); in the data active = inhibition above about 50%;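 also: plate controls were vehicle with enzyme for no effect and no enzyme for full effect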
Autophagy mod – modulators of autophagy; calls only at 10 µM (by protocol); actives 0.98% (n = 190,000); MEF GFP-LC3 puncta imaging; test concentration mostly 10 µM; AID 463193;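 active = percentage of spot-positive cells more than 3 SD above its plate mean, without a fluorescence outlier flag or 80% toxicity; inconclusive = no clear call, values can overlap the other calls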;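 also: spot-positive cell cutoff set from DMSO-treated cells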
K1F lysis inhibition – inhibition of K1F phage lysis, E. coli UTI89, bacterial capsule biogenesis inhibitors, alamar blue (AID 488966); E. coli UTI89 K1F phage lysis, alamar blue, 2 h; higher % means a stronger effect; inhibition, % at 100 µM; hits with a dose series show IC50 in µM; actives 0.02% (n = 340,000);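 active = phage lysis inhibition, versus mean bacterial control, above a set limit; inconclusive = no clear call, values can overlap the other calls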;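 also: capsule biogenesis inhibitors block K1F phage lysis so surviving cells raise fluorescence; higher fluorescence means more inhibition of phage lysis; actives were called in the ten point dose series up to 300 µM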
WT yeast gro inh mutant strain – further read-out of WT yeast gro inh, marked with its call; inhibition, %; mitochondrial fusion phenotypic screen, mutant strain inhibition
Autophagy mod cell loss 18 h – second read-out of Autophagy mod, no call of its own (marks repeat the call); toxicity, %; measured here: cell loss, nuclei count;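 cell loss after 18 h compound exposure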
NTR1 agonist cell count 20 µM – recorded beside NTR1 agonist, whose call it bears; cell count; measured here: cell count, cytotoxicity flag
Dengue-2 NS5 capping pilot replicate – recorded beside Dengue-2 NS5 capping, whose call it bears; inhibition, %; measured here: pilot screen replicate inhibition
Numbers without * were called inactive; i = inactive; ? = inconclusive; . = no result given; [ ] = remark or other dose.

SMILES	GPR35 antagonists	Dengue-2 NS5 capping	AID2073	RSV CPE inhibition	NTR1 agonist	NTR1 agonist cell count 20 µM	WT yeast gro inh	WT yeast gro inh mutant strain	LYP inhibition	Autophagy mod	Autophagy mod cell loss 18 h	K1F lysis inhibition	others
Cc1cc(C)c(C(=O)N2CCCC(CNC(=O)C3(c4ccc(Cl)cc4)CC3)C2)c(=O)[nH]1 (stereo not given)	1%	1%	0%	-0.7%	0.9	30	-6	-15	-6%	i	-11	0.0%
CC(=O)NCC1CCCN(C(=O)c2ccc(OC3CCN(Cc4ccccn4)CC3)cc2)C1 (stereo not given)	-2%	-3%	-4%	0.6%	-0.9	52	.	.	-6%	.	.	0.1%
Cn1cccc1CC(=O)N/N=C\c1ccccc1	2%	.	-9%	1.5%	2.4	43	-10	-17	0%	i	0	.
COC(=O)C(NC(=O)c1ccccc1)(Nc1cc(C)cc(C)n1)C(F)(F)F (stereo not given)	0%	-3%	-4%	-1.9%	1.2	87	-4	-11	-3%	i	-10	-0.6%
Cc1cnc(C(=O)N2CCc3c([nH]c4ccccc34)C2c2ccc(F)cc2)cn1 (stereo not given)	-7%	0%	10%	10%	1.6	86	38	32	-4%	i	-42	0.6%
Cc1cc(C)n(-c2cc(N3CCN(S(=O)(=O)c4ccc(Cl)cc4)CC3)ccc2[N+](=O)[O-])n1	6%	-4%	4%	?	-0.6	38	11	-2	0%	i	15	3.8%
CCOc1ccc(CCNS(=O)(=O)c2cccc3nsnc23)cc1OCC	-1%	11%	1%	1.9%	0.0	48	16	21	3%	i	3	0.0%
COc1ccc(C(N)=O)cc1N	-7%	5%	-2%	1.7%	-1.6	89	-25	19	-8%	i	-1	0.5%
CCn1cc(CN2CCC(C(=O)Nc3cccc(-c4cccc(Cl)c4)c3)CC2)cn1	-4%	2%	10%	-2.2%	2.2	52	.	.	-11%	.	.	0.7%
CC[C@@H](C(=O)[C@@H](C)[C@@H](O)[C@H](C)CCc1ccc(C)c(O)c1C(=O)O)[C@H]1O[C@](CC)([C@H]2CC[C@](O)(CC)[C@H](C)O2)C[C@@H]1C	24%	-1%	11%	-3.5%	53*	40*	.	.	-4%	.	.	0.1%
O=C(c1ccc(F)cc1)n1cc(C(=S)N2CCOCC2)c2ccccc21	17%	.	-11%	0.2%	-0.4	85	20	22	-3%	i	-14	0.7%
Cc1nc2ccccc2c(=O)n1/N=C/c1cccnc1	0%	-2%	4%	0.5%	1.2	73	10	19	-5%	i	-4	1.7%
CCOc1ccccc1CN1CCCC(C(=O)Nc2cccc(-n3cccn3)c2)C1 (stereo not given)	0%	1%	22%	?	0.1	62	.	.	-23%	.	.	-0.6%
NC(=O)C1CCN(C(=O)c2ccc(CS(=O)(=O)c3c(Cl)cccc3Cl)o2)CC1	-15%	-1%	-6%	-0.6%	1.4	60	5	9	-8%	i	-1	-1.0%
COc1cc(OC)cc(C(=O)NCCOc2ccccc2)c1	8%	-6%	2%	0.3%	0.7	58	2	3	-6%	i	-5	0.2%
CCC(C)Nc1ccc(NC(C)CC)cc1 (stereo not given)	.	7%	.	-1.8%	24	58	.	.	.	.	.	2.6%
COc1ccc(-c2cc3c(=O)n(CC(=O)NCc4ccccc4F)ncn3n2)cc1	-9%	-3%	28%	6.9%	-1.1	50	.	.	-17%	.	.	6.1%
COc1ccc(N2C(=NC(=O)c3ccccc3)SC3CS(=O)(=O)CC32)cc1 (stereo not given)	22%	7%	6%	0.7%	3.5	66	.	.	-2%	.	.	0.1%
O=C1CCCC2=C1C(c1cccs1)n1ncnc1N2 (stereo not given)	1%	1%	8%	-0.2%	-0.4	51	-6	-1	-6%	i	3	1.9%
Cn1c2ccccc2c2ncn(Cc3ccco3)c(=O)c21	8%	-5%	17%	2.7%	-0.6	72	1	7	-4%	i	1	-3.3%
COC(=O)c1cccc(/C=N/NC(N)=S)c1O	9%	-4%	14%	21%	0.4	59	.	.	-3%	.	.	-1.2%[50 µM]
CC12CCC(C(=O)O)(c3nc4cc([N+](=O)[O-])ccc4nc31)C2(C)C (stereo not given)	-10%	-4%	18%	1.8%	1.7	51	.	.	-5%	.	.	0.3%[50 µM]
CCOc1ccc(S(=O)(=O)N2CCCCC2)cc1NC(=O)c1c(CC)noc1C	.	-6%	.	0.9%	0.0	56	.	.	.	.	.	1.7%[50 µM]
CSc1ncccc1C(=O)Nc1ncc(C)s1	-10%	-8%	-5%	0.0%	-0.7	95	.	.	-6%	.	.	0.0%
Cc1ccc(-c2ccc(CCC(=O)O)n2CC(=O)O)cc1	22%	5%	24%	-0.2%	1.3	54	5	-4	-4%	i	-7	4.9%
O=C(NCCSc1ccccc1)c1ccc(Br)cc1	-1%	-5%	31%	1.4%	-2.5	62	15	-4	-1%	i	-3	3.3%
Cc1cc(C(=O)NCc2ccco2)c2ccccc2n1	-2%	-1%	6%	2.2%	1.7	67	-12	4	-8%	i	5	0.0%
COC(=O)c1ccc2nc(NC(=O)COC(=O)CSc3nc(C)cc(C)n3)sc2c1	13%	-3%	-4%	7.3%	-0.1	55	6	2	-1%	i	25	8.6%
COc1ccc(C(CNC(=O)c2cccc(S(=O)(=O)Nc3ccc(C)cc3)c2)N2CCOCC2)cc1 (stereo not given)	.	-12%	.	0.7%	-0.6	49	.	.	.	.	.	0.1%[50 µM]
O=C1COc2ccc(N3C(=O)c4ccccc4C3=O)cc2N1	-2%	.	-1%	1.9%	-0.1	49	-1	3	-9%	i	-33	.
COc1ccc(/C=C/C(=O)NNC(=O)c2cc(C)oc2C)cc1	.	1%	.	0.0%	0.1	62	.	.	.	.	.	1.0%[50 µM]
CC1(C)CC(=O)N(c2ccc(C#N)cc2)C(=O)C1	2%	-1%	3%	3.2%	0.4	59	.	.	6%	.	.	-0.2%	Dengue-2 NS5 capping pilot replicate=-1.8
COc1ccc(N2CCN(C(=O)c3c(-c4ccccc4)noc3C)CC2)cc1	-9%	-1%	1%	-0.7%	2.8	57	11	-6	-3%	.	.	6.9%
COc1ccc(CCNC(=O)C2CC(=O)N(CCc3ccccc3)C2)cc1OC (stereo not given)	8%	-6%	-2%	0.9%	0.0	45	-3	-4	-5%	i	6	-0.1%
O=C(CN(c1ccc(F)cc1)S(=O)(=O)c1ccc2c(c1)OCCO2)NCC1CCCO1 (stereo not given)	0%	1%	3%	1.2%	-0.7	53	-12	-14	0%	i	-9	2.4%
CCC(C)NC(=O)C1CCN(S(=O)(=O)c2ccc3c(c2)CC(C)N3C(C)=O)CC1 (stereo not given)	-4%	0%	13%	1.0%	1.5	66	.	.	-7%	.	.	0.2%
CN(C(=O)c1ccc(NC(=O)Cc2ccc(NC(=O)C3CCCN(C(=O)C4CCC4)C3)cc2)cc1)C1CC1 (stereo not given)	.	-6%	.	0.7%	7.2	54	.	.	.	.	.	0.6%
Cc1ccccc1C(=O)O/N=C(\N)Cc1cccs1	3%	0%	9%	2.0%	0.5	72	.	.	-5%	.	.	0.1%
NC(=O)c1ccc(CN2CCC(Cc3ccccc3)CC2)cc1	-9%	5%	-1%	-1.3%	2.9	54	0	20	-3%	i	32	0.5%
Cc1ccc(S(=O)(=O)NNC(=O)c2cnn(-c3ccccc3)c2C(F)(F)F)cc1	-3%	2%	-13%	3.1%	0.4	52	.	.	-7%	.	.	14%
CCCCn1c(=N)n(CC(=O)O)c2ccccc21	0%	-11%	-8%	1.7%	-1.0	98	5	3	-9%	i	23	2.4%
O=C(NCc1ccccc1)c1ccc(CS(=O)(=O)c2ccccc2)o1	15%	1%	-5%	1.1%	3.5	81	2	2	-1%	i	-5	0.3%
CCOC(=O)c1c(NC(=O)CC2SC(N)=NC2=O)sc2c1CCC(C)C2 (stereo not given)	21%	2%	0%	?	7.8	66	1	29	-5%	i	-11	-1.7%[50 µM]
O=S1(=O)CCOC[C@H](c2ccccc2)N1Cc1ccccc1F	3%	-10%	-3%	2.2%	3.1	77	.	.	-9%	.	.	1.7%
CC(C(=O)Nc1cccc([N+](=O)[O-])c1)[n+]1ccccc1 (stereo not given)	-8%	-4%	10%	-0.3%	-0.7	92	0	-2	-2%	i	-24	1.4%
O=C(Nc1nnc(-c2ccccc2)s1)c1ccc(Cl)c(S(=O)(=O)N2CCOCC2)c1	-12%	.	5%	.	.	.	4	-3	-7%	i	1	.
CC1=CC(=C(C#N)C#N)C=C(C)N1CCN1CCN(C(=O)Nc2ccc(Cl)c(Cl)c2)CC1	-3%	-1%	40%	0.4%	3.2	57	-7	-7	-3%	i	3	2.7%

Arranged by count of non-hydrogen atoms (low to high): part of the list above
SMILES	GPR35 antagonists	Dengue-2 NS5 capping	AID2073	RSV CPE inhibition	NTR1 agonist	NTR1 agonist cell count 20 µM	WT yeast gro inh	WT yeast gro inh mutant strain	LYP inhibition	Autophagy mod	Autophagy mod cell loss 18 h	K1F lysis inhibition	others
CCCCn1c(=N)n(CC(=O)O)c2ccccc21	0%	-11%	-8%	1.7%	-1.0	98	5	3	-9%	i	23	2.4%
Cc1ccccc1C(=O)O/N=C(\N)Cc1cccs1	3%	0%	9%	2.0%	0.5	72	.	.	-5%	.	.	0.1%
CC(C(=O)Nc1cccc([N+](=O)[O-])c1)[n+]1ccccc1 (stereo not given)	-8%	-4%	10%	-0.3%	-0.7	92	0	-2	-2%	i	-24	1.4%
COc1ccc(/C=C/C(=O)NNC(=O)c2cc(C)oc2C)cc1	.	1%	.	0.0%	0.1	62	.	.	.	.	.	1.0%[50 µM]
Cc1ccc(S(=O)(=O)NNC(=O)c2cnn(-c3ccccc3)c2C(F)(F)F)cc1	-3%	2%	-13%	3.1%	0.4	52	.	.	-7%	.	.	14%
O=C(Nc1nnc(-c2ccccc2)s1)c1ccc(Cl)c(S(=O)(=O)N2CCOCC2)c1	-12%	.	5%	.	.	.	4	-3	-7%	i	1	.
O=C(CN(c1ccc(F)cc1)S(=O)(=O)c1ccc2c(c1)OCCO2)NCC1CCCO1 (stereo not given)	0%	1%	3%	1.2%	-0.7	53	-12	-14	0%	i	-9	2.4%
CN(C(=O)c1ccc(NC(=O)Cc2ccc(NC(=O)C3CCCN(C(=O)C4CCC4)C3)cc2)cc1)C1CC1 (stereo not given)	.	-6%	.	0.7%	7.2	54	.	.	.	.	.	0.6%

Outcome played no part in choosing rows, and some 2.6% of all compounds hit somewhere here.
